High-throughput results: PubChem BioAssay, several laboratories
human PMI inhibition – inhibitors of human PMI, primary screen, biochemical, fluorescence intensity, coupled assay (AID 1209); Mannose-6-phosphate isomerase (Homo sapiens); purified PMI enzyme, coupled fluorescence intensity; higher % means a stronger effect; one-dose inhibition, % at 20 µM; IC50 in µM for titrated hits; 190,000 compounds, 0.42% hits;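 further: plate controls were DMSO vehicle for no effect and wells lacking substrate for full effect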
WT yeast gro inh – growth inhibition of WT strain, primary screen, mitochondrial fusion inhibitor project, WT and mutant strains, chemical genetic; mitochondrial fusion phenotypic screen; inhibition, % at 10 µM; 190,000 compounds, 2.1% hits; in the data active means inhibition above about 58%; tested in S. cerevisiae
PMI inhibition – human PMI inhibitors, high substrate, primary screen, biochemical, fluorescence intensity, high mannose 6-phosphate (AID 1220); Mannose-6-phosphate isomerase (Homo sapiens); recombinant PMI enzyme, coupled fluorescence intensity; higher % means a stronger effect; one-dose inhibition, % at 20 µM; IC50 in µM for titrated hits; 190,000 compounds, 0.66% hits
MT stabilizer – microtubule stabilizers in HeLa cells, primary screen, imaging, high-content imaging; % tubulin-high responders, % at 10 µM; AID 2205, 2009; 200,000 compounds, 0.83% hits; HeLa tubulin immunostaining HCS, 24 h; share of cells brighter than vehicle mean+2SD;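 active means plate Z-score above 3 for both tubulin-high and condensed-nucleus cell shares, with cell loss under 80%, at 10 µM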;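 further: anti alpha tubulin signal scored within the nucleus-defined area of each cell; some results filed as inactive read as strong as hits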
Autophagy HCS – autophagy modulators in MEF cells, primary screen, imaging, high-content, MEF GFP-LC3 | MEF GFP-LC3 puncta imaging; test concentration mostly 10 µM | calls only at 10 µM (by protocol) | 190,000 compounds, 0.98% hits | AID 463193, 2010;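 active means percentage of spot-positive cells more than 3 SD above its plate mean, without a fluorescence outlier flag or 80% toxicity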;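 further: spot-positive cell cutoff set from DMSO-treated cells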
Insulin prom up – insulin promoter activators in MIN6 cells, imaging, high-content screening, mouse beta cells | MIN6 insulin promoter-GFP reporter; stronger effect = higher value | z-score at 5 µM | 190,000 compounds, 0.3% hits;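 active means z-score above 3 at 5 µM with at least 500 cells counted in the well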
Yfh1-depleted yeast – enhancers of respiration in Yfh1-depleted yeast, dose response, Friedreich's ataxia, plus single-dose screen (AID 1465). S. cerevisiae Yfh1-off respiration, WST-1 reduction, 72 h; higher fold induction means a stronger effect. fold induction at 50 µM; hits with a dose series show EC50 in µM. 220,000 compounds, 0.074% hits;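 active means fold induction of absorbance versus untreated yeast above a set limit, then at least 30% activation at any dose in follow-up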;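 further: activators that raise dye reduction in frataxin-depleted yeast; strong numbers were not always called active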
b-catenin transl – modulators of beta-catenin nuclear translocation, primary screen, imaging, HeLa cells, immunofluorescence, high-content; nuclear translocation activity, % at 5 µM; 190,000 compounds, 0.3% hits;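 active means nuclear translocation activity above 50% at 5 µM, with a well cell count of 50 or more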;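 further: per-cell ratio of nuclear to cytoplasmic median beta-catenin stain intensity; plate controls were DMSO negative control for no effect and GSK-3 inhibitor IX positive control for full effect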
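Test system: HeLa cells, endogenous beta-catenin; Compound: single 5 µM dose plus 0.02–20 µM confirmation series; Times: compound exposure 24 h at 37°C; Signal: fluorescence imaging of beta-catenin antibody stain plus DAPI; Read-out: % activation, nuclear-to-cytoplasmic median beta-catenin signal ratio per cell.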
Dynein cargo inh – inhibitors of GR-EGFP nuclear translocation, primary screen, dynein cargo transport inhibitor project, imaging, high-content, 3617.4 mouse cells. 220,000 compounds, 0.47% hits. z-score, hits read low. test concentration mostly 20 µM; stimulated with dexamethasone, 1 µM; stronger effect = lower value. AID 1381, 2008;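 active means plate z-score of nuclear minus cytoplasmic receptor signal below a set negative limit, without overly bright fluorescence or cell loss, cut at about -3.5 in these data, passing the limit was not always enough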;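 further: z-score of nuclear minus cytoplasmic ring GR-EGFP intensity difference per well; some compounds called inactive have numbers as strong as hits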
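Buffer or medium: tetracycline-free induction medium containing charcoal-stripped FBS / Reagent: dexamethasone agonist, 1.0 µM final, for 30 min / Technique: automated 10x imaging of fixed Hoechst-stained cells / Times: induction 48 h, compound 1 h, agonist 30 min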
WT yeast gro inh mutant strain – also measured in WT yeast gro inh; calls as there; inhibition, %; mitochondrial fusion phenotypic screen, mutant strain inhibition
Dynein cargo inh cytoplasmic EGFP – further read-out of Dynein cargo inh, marked with its call; z-score; measured here: cytoplasmic GR-EGFP intensity; stronger effect = higher value
Dynein cargo inh nuclear GR-EGFP – second read-out of Dynein cargo inh, no call of its own (marks repeat the call); z-score; measured here: nuclear GR-EGFP intensity;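 lower value marks the stronger effect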
Dynein cargo inh cell count – further read-out of Dynein cargo inh, marked with its call; z-score; measured here: cell count per field
Insulin prom up cell count – also measured in Insulin prom up; calls as there; cell count; measured here: cytotoxicity, nuclei count;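 total cells summed across four imaged fields per well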
b-catenin transl cell count 5 µM – second read-out of b-catenin transl, no call of its own (marks repeat the call); cell count; measured here: cell count, cytotoxicity flag
MT stabilizer Hoechst-high % – recorded beside MT stabilizer, whose call it bears; % Hoechst-high responders; measured here: nuclear condensation Hoechst responders;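 share of cells brighter than vehicle mean plus two SD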
MT stabilizer cytotoxicity % – recorded beside MT stabilizer, whose call it bears; toxicity, %; measured here: cytotoxicity by cell density;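 0% = mean cell density of plate MIN control wells and 100% = no cells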
Autophagy HCS cell loss 18 h – also measured in Autophagy HCS; calls as there; toxicity, %; measured here: cell loss, nuclei count;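 cell loss after 18 h compound exposure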
Starred values were filed as active, the others as inactive; i = inactive; / = not tested or not shown. Unless noted, no stated cut-off is given here; in the data, active means inhibition above about 50%; inactive means the rest.

Screens by letter: A = human PMI inhibition; B = WT yeast gro inh; C = WT yeast gro inh mutant strain; D = PMI inhibition; E = MT stabilizer; F = MT stabilizer Hoechst-high %; G = MT stabilizer cytotoxicity %; H = Autophagy HCS; I = Autophagy HCS cell loss 18 h; J = Insulin prom up; K = Insulin prom up cell count; L = Yfh1-depleted yeast; M = b-catenin transl; N = b-catenin transl cell count 5 µM; O = Dynein cargo inh; P = Dynein cargo inh cytoplasmic EGFP; Q = Dynein cargo inh nuclear GR-EGFP; R = Dynein cargo inh cell count
1: COc1ccc(-n2cnc(N)c2C(=O)c2cccc([N+](=O)[O-])c2)cc1
  A = 6%; B = -17; C = 9; D = 9%; E = 3.4; F = 3.0; G = 0.5; H = i; I = -1; J = 1; K = 1278; L = i; M = 4.5; N = 548; O = 0.66; P = -0.19; Q = 0.38; R = -0.66
2: COc1ccc(OC)c(N(CC(=O)Nc2cccc(C(F)(F)F)c2)S(C)(=O)=O)c1
  A = 12%; B = 8; C = -8; D = 9%; E = 2.8; F = 2.8; G = 8.0; H = i; I = 10; J = /; K = /; L = i; M = 0.3; N = 1481; O = -0.41; P = -0.23; Q = -0.34; R = 0.92
3: Cc1cccc(C)c1NC(=O)Cn1cnc2c(=O)n(C)c(=O)n(C)c21
  A = 9%; B = -6; C = 2; D = 3%; E = 14; F = 1.5; G = 98; H = i; I = 4; J = -0.27; K = 1251; L = i; M = -1.7; N = 1204; O = 0.6; P = -0.26; Q = 0.57; R = 1.7
4: O=C(O)C1C2C=CC(C2)C1C(=O)NCCc1ccccc1 (stereo unspecified)
  A = 8%; B = -8; C = 2; D = 12%; E = 3.0; F = 0.3; G = 25; H = i; I = 0; J = /; K = /; L = i; M = /; N = /; O = -0.78; P = -0.13; Q = 0.016; R = 0.28
5: CC(=O)Nc1ccc2c(c1)nc(CCN1CCN(C)CC1)n2C
  A = 6%; B = 7; C = 1; D = 11%; E = 3.8; F = 2.9; G = 8.3; H = i; I = -4; J = -0.3; K = 1288; L = i; M = -0.1; N = 1147; O = -0.25; P = -0.16; Q = 0.19; R = -0.23
6: O=C(c1cccs1)N1CCC(c2nc3ccccc3s2)CC1
  A = 3%; B = 11; C = 10; D = 6%; E = 3.5; F = 2.9; G = 7.7; H = i; I = -1; J = -0.02; K = 1190; L = i; M = -0.4; N = 844; O = -0.74; P = -0.16; Q = -0.15; R = 0.55
7: Cc1nnc(-c2cnn(C)c2N)n1Cc1ccccc1
  A = 8%; B = -21; C = -22; D = 1%; E = 1.2; F = 1.6; G = 9.9; H = i; I = -10; J = /; K = /; L = i; M = -12; N = 1063; O = -0.069; P = 0.24; Q = -0.21; R = -0.26
8: Cc1c(Br)c([N+](=O)[O-])nn1CC(=O)Nc1sc2c(c1C(=O)OC(C)C)CCCC2
  A = -2%; B = -2; C = 4; D = -2%; E = 4.3; F = 2.5; G = 1.2; H = i; I = -33; J = -1; K = 1250; L = i; M = -3.6; N = 957; O = -0.23; P = -0.23; Q = 0.28; R = 1.2
9: CC(C)(C)NC(=O)CN(C(=O)CCN1CCCc2ccccc21)C(C)(C)C
  A = 10%; B = 7; C = 20; D = 6%; E = 2.6; F = 1.8; G = 1.0; H = i; I = -6; J = -0.32; K = 1309; L = i; M = -2.4; N = 1214; O = 2.2; P = -0.17; Q = 1.3; R = -1.7
10: CCOC(=O)c1nnn(-c2nonc2N)c1-c1ccc(Cl)cc1
  A = 9%; B = 24; C = 4; D = 10%; E = 1.6; F = 1.8; G = 8.1; H = i; I = 9; J = -0.2; K = 1098; L = i; M = 1.5; N = 1079; O = 1.3; P = -0.088; Q = 0.77; R = -1.8

Looked up by compound from the list above, three records:
Screens by letter: A = human PMI inhibition; B = WT yeast gro inh; C = WT yeast gro inh mutant strain; D = PMI inhibition; E = MT stabilizer; F = MT stabilizer Hoechst-high %; G = MT stabilizer cytotoxicity %; H = Autophagy HCS; I = Autophagy HCS cell loss 18 h; J = Insulin prom up; K = Insulin prom up cell count; L = Yfh1-depleted yeast; M = b-catenin transl; N = b-catenin transl cell count 5 µM; O = Dynein cargo inh; P = Dynein cargo inh cytoplasmic EGFP; Q = Dynein cargo inh nuclear GR-EGFP; R = Dynein cargo inh cell count
8: Cc1c(Br)c([N+](=O)[O-])nn1CC(=O)Nc1sc2c(c1C(=O)OC(C)C)CCCC2
  A = -2%; B = -2; C = 4; D = -2%; E = 4.3; F = 2.5; G = 1.2; H = i; I = -33; J = -1; K = 1250; L = i; M = -3.6; N = 957; O = -0.23; P = -0.23; Q = 0.28; R = 1.2
5: CC(=O)Nc1ccc2c(c1)nc(CCN1CCN(C)CC1)n2C
  A = 6%; B = 7; C = 1; D = 11%; E = 3.8; F = 2.9; G = 8.3; H = i; I = -4; J = -0.3; K = 1288; L = i; M = -0.1; N = 1147; O = -0.25; P = -0.16; Q = 0.19; R = -0.23
10: CCOC(=O)c1nnn(-c2nonc2N)c1-c1ccc(Cl)cc1
  A = 9%; B = 24; C = 4; D = 10%; E = 1.6; F = 1.8; G = 8.1; H = i; I = 9; J = -0.2; K = 1098; L = i; M = 1.5; N = 1079; O = 1.3; P = -0.088; Q = 0.77; R = -1.8

Additional records
Screens by letter: A = human PMI inhibition; B = WT yeast gro inh; C = WT yeast gro inh mutant strain; D = PMI inhibition; E = MT stabilizer; F = MT stabilizer Hoechst-high %; G = MT stabilizer cytotoxicity %; H = Autophagy HCS; I = Autophagy HCS cell loss 18 h; J = Insulin prom up; K = Insulin prom up cell count; L = Yfh1-depleted yeast; M = b-catenin transl; N = b-catenin transl cell count 5 µM; O = Dynein cargo inh; P = Dynein cargo inh cytoplasmic EGFP; Q = Dynein cargo inh nuclear GR-EGFP; R = Dynein cargo inh cell count
11: CC(Sc1nnc2ccccn12)C(=O)NCc1ccc2c(c1)OCO2 (stereo unspecified)
  A = -4%; B = -16; C = 10; D = 1%; E = 2.5; F = 2.2; G = 6.8; H = i; I = 2; J = -0.48; K = 1306; L = i; M = -1.1; N = 1088; O = -0.15; P = -0.072; Q = 0.13; R = 0.16
12: O=C(O)COc1ccccc1/C=N/NC(=O)COc1ccc(-c2ccccc2)cc1
  A = /; B = /; C = /; D = /; E = /; F = /; G = /; H = /; I = /; J = 0.19; K = 1057; L = i; M = 0.5; N = 1307; O = 0.66; P = -0.25; Q = 0.79; R = -0.52
13: CCS(=O)(=O)N1CCC(NC(C)=O)(c2ccccc2)CC1
  A = -2%; B = -5; C = -9; D = -4%; E = 1.8; F = 1.1; G = 6.9; H = i; I = -20; J = 1.3; K = 1044; L = i; M = -1.0; N = 1136; O = -0.25; P = -0.19; Q = -0.037; R = 0.23
14: CC(C)NS(=O)(=O)c1ccc(OCC(=O)NCCC2=CCCCC2)cc1
  A = -2%; B = -16; C = -2; D = -4%; E = 1.8; F = 2.1; G = 10; H = i; I = -4; J = /; K = /; L = i; M = 1.2; N = 1152; O = 0.32; P = -0.3; Q = 0.29; R = 0.43
15: CC(=O)c1cccc(NC(=O)N2C3CCC2CC(NC(=O)Nc2ccccc2)C3)c1 (stereo unspecified)
  A = -8%; B = -24; C = 0; D = -4%; E = 2.5; F = 2.1; G = 10; H = i; I = -9; J = 0.46; K = 1408; L = i; M = -1.9; N = 999; O = -0.81; P = -0.34; Q = -0.29; R = 1.1
16: COc1ccc(CC(=O)N2CC(C)CC(C)C2)cc1OC (stereo unspecified)
  A = 9%; B = 4; C = 6; D = 8%; E = 3.3; F = 2.3; G = 3.2; H = i; I = 0; J = -0.13; K = 998; L = i; M = -2.2; N = 1195; O = 1.6; P = -0.22; Q = 0.9; R = -0.93
